Screens (PubChem BioAssay)
M1 PAM parental: nonselective activator or artifact in parental CHO-K1 calcium assay. ATP EC20, Fluo-8 calcium fluorescence; 0% at ATP EC20, 100% at ATP max. activation, % at 3 µM. actives 0.02% (n = 360,000). AID 602247;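 active means activation above the run cutoff, the mean activation of all test compounds plus 3 SD, cut at about 40% in these data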;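 further: peak over basal fluorescence ratio in a 140 s read after ATP addition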
M5 ag: agonists of human muscarinic M5 receptor (CHRM5). P08912. CHO-K1 hM5 cells, Fluo-8 calcium fluorescence; 0% DMSO wells, 100% maximal acetylcholine response. activation, % at 3 µM. actives 0.19% (n = 360,000). AID 624037;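 active means activation above the run's mean over test compounds plus 3 SD, cut at about 23% in these data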;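 further: signal is peak over basal fluorescence ratio across the kinetic read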
CHRM5 PAM: CHRM5 positive allosteric modulation | P08912 | CHO-K1 hM5, Fluo-8 calcium, ACh EC20 PAM; 0% = ACh EC20, 100% = ACh EC100 | activation, % at 3 µM | actives 0.3% (n = 360,000) | AID 624038;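 active means activation above the run cutoff, the mean activation of all test compounds plus 3 SD, cut at about 18% in these data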
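System – CHO-K1 hM5 cells · Compound – 3 µM, single dose · Incubation – compound preincubation 140 s before EC20 acetylcholine addition · Technique – Fluo-8 calcium fluorescence · Measure – Max/basal fluorescence ratio as % of EC20–EC100 ACh window · Benchmarks – low control EC20 acetylcholine (0%), high control EC100 acetylcholine (100%) · Replication – singlicate, one well per test compound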
CRFBP-R2 block: CRF-BP/CRF-R2 complex antagonism; HEK293 CRF-R2/CRF-BP, CRF-induced calcium fluorescence; inhibition, % at 11.8 µM; actives 0.59% (n = 350,000);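 active means inhibition of the ligand-induced calcium signal above about 50% at the single tested concentration, limit read from the data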
TAAR1 antag: antagonists of human TAAR1; Q96RJ0; CHO RD-HGA16 TAAR1, Fluo-8 calcium fluorescence, antagonist; inhibition, % at 3 µM; actives 1.5% (n = 360,000);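 active means inhibition above a per-plate cutoff, the mean inhibition of test compounds on that plate plus 3 SD, cut at about 49% in these data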;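 further: 0% = DMSO plus EC80 beta-PEA response and 100% = DMSO alone without agonist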
Target sequence (Q96RJ0 whole entry, looked up): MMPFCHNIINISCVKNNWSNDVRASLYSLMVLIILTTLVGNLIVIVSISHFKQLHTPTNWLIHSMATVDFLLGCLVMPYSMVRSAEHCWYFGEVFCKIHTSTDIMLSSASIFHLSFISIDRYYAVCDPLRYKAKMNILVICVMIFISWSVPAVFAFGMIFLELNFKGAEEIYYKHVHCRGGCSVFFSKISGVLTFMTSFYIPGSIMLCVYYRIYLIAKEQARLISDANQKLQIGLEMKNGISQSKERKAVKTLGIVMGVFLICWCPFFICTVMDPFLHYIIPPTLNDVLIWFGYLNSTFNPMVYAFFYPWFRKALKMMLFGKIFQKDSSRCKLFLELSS
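Test system – hTAAR1-expressing CHO RD-HGA16 cells, Gα16-coupled · Reagent – β-PEA at EC80 concentration, post-compound challenge · Compound dosing – 3 µM, single point · Timing – 140 s kinetic read after compound, 140 s after agonist · Detection – Fluo-8 intracellular calcium dye fluorescence, real-time kinetic reads · Control set – DMSO and EC80 PEA controls · Repeats – n of 1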
M5 antag: CHRM5 antagonism in calcium assay. P08912. CHO-hM5 cells, Fluo-8 calcium fluorescence, ACh EC80. inhibition, % at 3 µM. actives 0.59% (n = 360,000). AID 624040;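 active means inhibition above a per-plate cutoff, the mean of that plate's test compounds plus 3 SD, cut at about 27% in these data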;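 further: 0% = acetylcholine EC80 with DMSO and 100% = DMSO without agonist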
TAAR1 ag: human TAAR1 agonism; AID 624467; actives 0.99% (n = 360,000); activation, % at 3 µM; CHO RD-HGA16 TAAR1, Fluo-8 calcium fluorescence; vehicle wells 0%, saturating PEA agonist 100%;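 active means activation above the mean activation of all test compounds in the run plus 3 SD, cut at about 38% in these data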
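Test system: RD-HGA16 (CHO) cells co-expressing Gα16 and hTAAR1 / Benchmarks: DMSO vehicle as 0%, PEA at EC100 as 100% / Repeats: no replicates (n 1) / Measure: % activation from peak over basal fluorescence ratio, DMSO-to-PEA scaled / Timing: 17-24 h plating, Fluo-8 75 min 37 °C, 30 min RT / Technique: kinetic Fluo-8 calcium fluorescence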
CRFR2-BP ag: CRF-BP/CRF-R2 complex agonism; activation, % at 13.2 µM; HEK293 CRF-R2/CRF-BP, calcium dye fluorescence (FLIPR); percent of saturating CRF peptide response; actives 0.46% (n = 350,000); AID 588473;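 active means activation of at least 50%, plus an integration ratio under a set limit after plate pattern correction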;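 further: plate controls were neutral control wells without compound for no effect and CRF at EC100 for full effect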
CHRM4 PAM: potentiates acetylcholine response at human M4 receptor; actives 0.4% (n = 360,000); CHO-K1 hM4/Gqi5, Fluo-8 calcium fluorescence, ACh EC20; 0% = ACh EC20, 100% = maximal ACh; P08173; AID 624126; activation, % at 3 µM;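 active means activation above its plate's cutoff, the mean activation of sample wells plus 3 SD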; further: some results filed as inactive read as strong as hits
Target sequence (P08173 whole entry, looked up): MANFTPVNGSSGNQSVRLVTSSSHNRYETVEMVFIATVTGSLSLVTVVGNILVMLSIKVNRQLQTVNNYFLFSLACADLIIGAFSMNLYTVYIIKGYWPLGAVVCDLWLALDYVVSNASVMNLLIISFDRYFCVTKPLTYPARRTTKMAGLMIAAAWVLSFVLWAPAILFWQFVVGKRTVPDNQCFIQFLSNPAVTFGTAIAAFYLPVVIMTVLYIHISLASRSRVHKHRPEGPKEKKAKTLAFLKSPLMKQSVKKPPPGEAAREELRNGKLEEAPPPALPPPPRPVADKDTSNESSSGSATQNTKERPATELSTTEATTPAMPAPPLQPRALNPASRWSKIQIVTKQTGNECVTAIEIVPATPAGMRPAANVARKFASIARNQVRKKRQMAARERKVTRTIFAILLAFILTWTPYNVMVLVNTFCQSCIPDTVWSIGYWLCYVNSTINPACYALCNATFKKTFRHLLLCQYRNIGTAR
* marks the source's active call; other numbers are inactive results; / = not tested or not shown.

SMILES	M1 PAM parental	M5 ag	CHRM5 PAM	CRFBP-R2 block	TAAR1 antag	M5 antag	TAAR1 ag	CRFR2-BP ag	CHRM4 PAM
O=C(COC(=O)c1ccccc1O)Nc1cccc2ccccc12	0.9	-4.8	4.8	15.1	-7.3	6.8	3.5	1.8	10.0
O=C(c1ccncc1)c1ccc(NS(=O)(=O)c2ccc(Br)s2)cc1	-6.2	8.9	-14.2	1.7	-17.3	5.3	14.7	1.2	-5.0
CN1CCCC(OC(=O)c2ccc3c(c2)OCCO3)C1 (stereo not given)	17.2	-5.3	1.4	-10.8	-19.5	2.5	5.4	-0.7	-1.7
COc1ccc(N(C)S(=O)(=O)c2cccc(C(=O)Nc3ccc(-n4cnnn4)cc3)c2)cc1	12.7	6.5	-22.4	-22.1	75.0*	19.3	19.1	8.2	-13.6
CC(C)c1cc(NC(=O)CSc2nnc(-c3ccccc3F)n2C)on1	-3.4	-3.0	-0.6	7.3	-1.9	1.8	-1.0	-2.6	17.9
CC(CC(=O)c1cccs1)CC(=O)c1cccs1	1.1	-0.3	-5.3	-1.2	9.7	-1.3	8.9	0.1	-5.4
O=CN(CCN(C=O)CN1CCCCC1)CN1CCCCC1	-4.5	1.8	-2.8	-7.1	-5.0	2.2	0.4	0.7	11.0
COc1ccc(NC(=O)CSc2nnnn2C)cc1S(=O)(=O)N1CCCCC1	-7.7	1.3	0.0	-12.3	-4.7	7.0	6.2	0.1	3.4
COc1ccc(NC(=O)c2ccc(NC(=O)c3nc4nccc(C)n4n3)cc2)cc1	8.0	-0.8	2.9	-5.3	1.1	2.7	0.3	0.5	7.7
Cc1cc(NC(=O)CN2C(=O)c3ccccc3S2(=O)=O)no1	-17.7	-1.7	2.1	-11.1	-8.3	-4.1	1.5	0.4	0.7
CC(=O)Nc1ccccc1OCc1cnc(Cl)s1	-4.8	-2.4	-1.5	3.0	-1.3	3.9	3.8	-2.0	-0.2
CN(N=Cc1cccc2cccnc12)c1ccc([N+](=O)[O-])cc1[N+](=O)[O-]	7.3	0.0	9.1	-2.4	-4.0	6.2	0.9	3.2	0.8
COc1ccccc1NC(=S)NCCSc1ccc(Cl)cc1	10.3	-4.1	6.4	6.5	-6.4	-2.2	-0.4	-0.7	1.8
COc1cccc(CC(C(=O)Nc2cc(C)ccc2C)c2nn[nH]n2)c1OC (stereo not given)	9.2	-1.0	0.1	24.0	-2.8	-10.6	6.1	-0.2	7.1
CC(C)(C)c1ccc(/C=C2/SC(N3CCCC3)=NC2=O)cc1	3.5	-13.5	-4.4	-28.8	-48.5	5.1	6.7	-1.1	-4.6
Cc1nc(NC(=O)CSc2nc3cccnc3n2Cc2ccccc2)sc1C	11.1	-2.4	-4.2	36.3	0.0	9.7	1.5	-0.9	-4.1
CCCN(Cc1ccco1)S(=O)(=O)c1ccc(OC)c(OC)c1	-4.2	-3.8	-4.2	12.1	-16.4	4.5	0.8	-3.8	-7.4
COc1ccc(-c2cn3c(C)c(C(=O)NC(C)C)sc3n2)cc1	13.5	-2.6	-1.4	-1.4	5.3	3.2	4.0	-0.7	6.3
COc1ccc(NC(=O)CSC2=C(C#N)C(c3ccco3)C3=C(CCCC3=O)N2)c(OC)c1 (stereo not given)	2.1	-4.7	-13.2	5.7	-7.7	42.1*	3.2	-0.8	1.1
CCOCCCNC(=O)c1cn(CC(C)C)c(=O)c2cc(OC)c(OC)cc12	20.8	1.5	0.2	-6.2	-4.5	1.3	0.1	-1.5	0.6
Cc1ccc(C(OCC(O)CN2CCCCC2CO)c2ccccc2)cc1 (stereo not given)	10.8	-11.8	-2.7	-14.4	0.2	9.9	2.3	-0.2	-10.2
COc1cccc(CNCc2ccc3c(c2)OCO3)c1	18.7	-0.1	-2.3	-1.5	-1.7	8.4	0.8	-0.5	-6.5
COC(=O)[C@]12CCCCC=C1N(Cc1ccc(Cl)cc1Cl)C(=O)[C@H](CC(=O)N1CCN(C(=O)c3ccco3)CC1)C2	4.2	0.3	-5.0	/	0.9	-0.5	4.0	/	4.9
Cc1ccccc1SC1CCN(C(=O)C2CCC(=O)N(C3CC3)C2)CC1 (stereo not given)	-3.1	-0.2	-0.9	10.2	-30.9	-0.8	1.9	-1.2	0.5
CC(C)(C(=O)c1ccccc1)/[N+]([O-])=C/c1ccccc1	18.4	0.2	4.7	8.4	-1.7	-5.0	5.2	-5.4	12.8
CCCCN1CCCCC1(C)C(=O)NCc1ccc2c(c1)OCO2 (stereo not given)	-13.1	-2.3	-2.7	/	-17.0	4.0	0.6	/	3.8
Cc1cc(C)nc(SCNC(=O)c2ccc(Cl)cc2)n1	19.2	-1.0	-2.6	5.3	-12.8	2.8	6.9	-1.0	16.1
CCCCc1c(-c2cccc(OC)c2)ncn1CCc1ccccc1OC	-2.7	-0.5	-22.2	/	56.4*	32.8*	21.9	/	-14.2
COc1ccccc1NC(=O)Nc1cccnc1	-13.8	1.5	-2.5	5.8	6.4	-7.4	3.7	-0.4	14.3
COc1ccc(OCCCC(=O)N2CCCc3ccccc32)cc1	19.9	-0.5	2.4	7.9	11.1	-1.1	2.6	-1.6	11.6

4 entries picked at random from the list so far:
SMILES	M1 PAM parental	M5 ag	CHRM5 PAM	CRFBP-R2 block	TAAR1 antag	M5 antag	TAAR1 ag	CRFR2-BP ag	CHRM4 PAM
COc1ccc(-c2cn3c(C)c(C(=O)NC(C)C)sc3n2)cc1	13.5	-2.6	-1.4	-1.4	5.3	3.2	4.0	-0.7	6.3
COC(=O)[C@]12CCCCC=C1N(Cc1ccc(Cl)cc1Cl)C(=O)[C@H](CC(=O)N1CCN(C(=O)c3ccco3)CC1)C2	4.2	0.3	-5.0	/	0.9	-0.5	4.0	/	4.9
Cc1ccccc1SC1CCN(C(=O)C2CCC(=O)N(C3CC3)C2)CC1 (stereo not given)	-3.1	-0.2	-0.9	10.2	-30.9	-0.8	1.9	-1.2	0.5
COc1ccc(NC(=O)CSC2=C(C#N)C(c3ccco3)C3=C(CCCC3=O)N2)c(OC)c1 (stereo not given)	2.1	-4.7	-13.2	5.7	-7.7	42.1*	3.2	-0.8	1.1

More records
SMILES	M1 PAM parental	M5 ag	CHRM5 PAM	CRFBP-R2 block	TAAR1 antag	M5 antag	TAAR1 ag	CRFR2-BP ag	CHRM4 PAM
COc1ccc(/C=C(/NC(=O)c2ccccc2)C(=O)NCCN2CCOCC2)cc1OC	-8.2	-2.2	-2.0	10.5	-7.5	6.2	0.2	-0.3	-6.7
S=C(NCc1cccnc1)Nc1ccc(Cl)cc1	3.4	0.3	-2.6	-2.6	-21.9	-0.2	6.3	8.3	-4.8
CCc1ccc(NC(=O)N2CCC(c3ccccc3)C2)cc1 (stereo not given)	24.3	-4.3	6.8	6.1	-11.8	-2.6	0.1	-3.6	3.3
Cc1cc(OCC(=O)NCC(O)c2ccccc2)c2c(C)cc(=O)oc2c1 (stereo not given)	-1.6	-1.0	-1.1	-6.3	-22.0	1.5	1.6	-0.6	2.5
NC(=O)CS(=O)(=O)c1nc2ccccc2n1Cc1ccccn1	16.6	0.2	6.0	11.7	-10.6	6.6	2.2	2.4	-1.5
Cc1cc2oc(=O)cc(Cn3ccnc3)c2cc1C	-5.0	0.6	9.3	6.4	-1.9	-1.2	8.0	-4.2	5.5
O=C(NC1CCN(Cc2cccc([N+](=O)[O-])c2)CC1)c1ccccc1	-10.0	-7.0	-5.7	7.9	-17.5	14.0	1.9	-3.0	-7.0
CC(NC(=O)c1ccc(C#N)cc1)C1CC2CCC1C2 (stereo not given)	-2.8	-3.7	-1.0	-0.1	13.6	10.3	-2.8	2.4	0.0
O=C(O)CC(NS(=O)(=O)c1c(F)cc(F)cc1Br)c1ccccc1Cl (stereo not given)	26.4	-3.8	9.5	7.6	-0.6	-1.5	1.0	-0.4	1.7
Cc1cc(C)n2nc(C(=O)Nc3ccc(S(=O)(=O)N(C)C)cc3)nc2n1	-9.9	0.5	0.8	12.8	-18.9	5.5	3.9	0.7	4.2
Cc1ccc(C(=O)NCC(=O)OCCCOC(=O)CNC(=O)c2ccc(C)cc2)cc1	16.3	-2.7	-3.5	-4.7	-10.9	15.0	1.3	0.3	2.2
CCc1ccccc1NC(=O)c1cnc2n(c1=O)CCS2	6.3	2.0	0.0	-1.9	-1.8	-4.1	0.0	0.0	3.4
O=C(COc1cccc(C(F)(F)F)c1)NCC(c1ccco1)N1CCCC1 (stereo not given)	5.1	-1.9	-4.3	8.8	-8.9	0.8	-2.1	2.9	1.8
CCOC(=O)C1CCCN(CCC(=O)Nc2ccccc2)C1 (stereo not given)	19.2	-5.7	7.3	-0.6	-1.5	-1.7	-0.8	1.0	6.7
COCCn1c(C)cc(/C=C(\C#N)C(=O)OC(C)C(=O)Nc2ccc(NC(C)=O)cc2)c1C (stereo not given)	4.1	-1.9	5.5	9.9	5.5	-12.1	1.1	-0.5	7.9
CC1=Nc2ccc3ccccc3c2C1(C)C	7.4	4.8	-5.4	-21.4	-1.2	4.8	5.5	16.6	-2.9
COc1ccc(CC(N)c2csc(Nc3ccc(C(=O)c4ccccc4)cc3)n2)cc1 (stereo not given)	23.9	2.6	1.0	/	33.2	-0.7	51.1*	/	2.8
O=S(=O)(c1ccccc1F)N1CCN(CC(O)c2ccccc2)CC1 (stereo not given)	2.6	3.8	-4.7	13.1	-34.6	4.2	4.8	2.0	-4.4
Cc1ccsc1C(=O)N1CCCCCC1(C)C(=O)NCC(C)C (stereo not given)	9.4	1.0	-1.0	/	-23.7	0.0	0.9	/	14.8
CC(C)CN1C(=O)c2ccc(NC(=O)c3cccs3)cc2C1=O	6.5	5.4	-8.5	-49.0	16.5	8.1	14.9	-2.1	-1.9
COc1ccc(C(=O)CSc2nnc(CNc3ccc(C)cc3C)n2Cc2ccco2)cc1	0.3	-10.8	-10.7	-12.4	22.5	-2.0	0.7	-1.2	-2.8
Cc1no[n+]([O-])c1COc1ccc(/C=C(\C#N)C(N)=O)cc1	10.8	-1.0	6.0	-13.2	5.0	-8.8	5.8	1.0	-1.9
Cc1cc(C)c(C(=O)COC(=O)C2CCN(c3ccc(C(F)(F)F)cn3)CC2)c(C)c1	15.5	-0.6	1.2	2.1	-20.2	-5.5	0.1	0.3	6.3
COc1ccc(NC(=O)CNC(=O)Cn2cnc3sc4c(c3c2=O)CCCC4)cc1OC	3.1	-4.2	-2.0	-7.9	4.4	3.1	1.6	-0.8	-2.8
